Screening data (PubChem)
SIAE primary: human SIAE inhibitors, primary screen, biochemical, fluorescence polarization, FP-Rh probe, 1536-well HTS | 370,000 compounds, 0.69% hits | inhibition, % at 9.66 µM | SIAE FP-Rh probe binding | Sialate O-acetylesterase (Homo sapiens), Q9HAT2;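 active = inhibition above a cutoff: mean of compounds within the control limits plus 3 SD of those, cut at about 17% in these data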;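 also: 0% = plate median of compound wells and 100% = probe without SIAE protein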
PRMT1 inh: PRMT1 methyltransferase inhibitors, primary screen, biochemical, fluorescence polarization; recombinant PRMT1, activity-based probe fluorescence polarization; Protein arginine N-methyltransferase 1 (Homo sapiens), Q99873; inhibition, % at 2.79 µM; 370,000 compounds, 1.3% hits;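 active = inhibition above about 21% made by adding two undisclosed values, limit read from the data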
TCR CD3 inh: inhibitors of human TCR-CD3 interaction, primary screen, biochemical, fluorescence, TAMRA-labeled TCR probe; T-cell receptor (TCR); inhibition, % at 9.4 µM; 360,000 compounds, 0.37% hits; AID 651800, 2012; in the data active = inhibition above about 19%;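 also: recombinant mutant TCR 2C K166C tagged with TAMRA read by polarization; 0% = receptor in buffer alone and 100% = receptor with positive control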
HTRA1 inhibitor: HTRA1 serine protease inhibitors, primary screen, biochemical, fluorescence polarization, HTS; Q92743; recombinant HTRA1, FP-rhodamine activity-based probe; inhibition, % at 5.96 µM; 340,000 compounds, 0.5% hits; in the data active = inhibition above about 36%;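 also: 0% = enzyme with DMSO and 100% = wells lacking enzyme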
MBD2 inh: inhibitors of MBD2 binding to methylated DNA, primary screen, biochemical, TR-FRET, DNA-binding domain, human; 370,000 compounds, 0.31% hits; MBD2 binding to methylated oligonucleotide; inhibition, % at 4.4 µM; Methyl-CpG-binding domain protein 2 (Homo sapiens), Q9UBB5; in the data active = inhibition above about 13%
Target sequence (Q9UBB5 whole entry, looked up, the tested form may be a part): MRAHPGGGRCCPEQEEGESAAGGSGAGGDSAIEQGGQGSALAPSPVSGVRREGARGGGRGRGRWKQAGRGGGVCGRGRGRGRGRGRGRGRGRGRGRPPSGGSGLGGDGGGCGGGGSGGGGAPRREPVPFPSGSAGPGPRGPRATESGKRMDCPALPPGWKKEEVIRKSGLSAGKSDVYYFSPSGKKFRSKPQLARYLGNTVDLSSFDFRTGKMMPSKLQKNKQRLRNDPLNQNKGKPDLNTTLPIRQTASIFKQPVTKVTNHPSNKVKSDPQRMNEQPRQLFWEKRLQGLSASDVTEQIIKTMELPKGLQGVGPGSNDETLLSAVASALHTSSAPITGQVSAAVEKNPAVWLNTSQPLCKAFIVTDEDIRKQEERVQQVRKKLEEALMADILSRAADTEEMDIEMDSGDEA
LEDGF integ inh: blockers of LEDGF/p75-dependent integrase strand transfer – biochemical, TR-FRET, high throughput, primary screen. inhibition, % at 3.7 µM. TR-FRET IN-LEDGF/p75 DNA integration, Eu/Cy5. AID 743269, 2014. HIV-1 integrase (with human LEDGF/p75). 370,000 compounds, 0.64% hits;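 active = inhibition above the screen-wide mean plus 3 SD, cut at about 13% in these data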;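 also: signal is the Cy5 over europium emission ratio at 671 and 618 nm; 0% = plate median of compound wells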
rCAG RNA binder: binders of r(CAG) RNA repeats, primary screen, biochemical, fluorescence. r(CAG) RNA repeat, TO-PRO-1 dye displacement fluorescence. inhibition, % at 3 µM. 370,000 compounds, 1.3% hits. AID 651821, 2012;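 active = inhibition above the plate cutoff, the mean of all test compounds on that plate plus 3 SD, cut at about 35% in these data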;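 also: 0% = DMSO alone and 100% = 100 µM mitoxantrone as full dye displacement; higher means more dye released from RNA so lower well fluorescence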
TDP2 inh: human TDP2 enzyme inhibitors, primary screen, biochemical, epi absorbance, recombinant enzyme. T5PNP hydrolysis, p-nitrophenol absorbance 415 nm. Tyrosyl-DNA phosphodiesterase 2 (Homo sapiens), O95551. inhibition, % at 12.8 µM. 370,000 compounds, 0.34% hits;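 active = inhibition above the mean of all tested compounds plus 3 SD, set per campaign, cut at about 25% in these data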;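 also: 0% = DMSO with enzyme and 100% = buffer with substrate but no TDP2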
Target sequence (O95551 whole entry, looked up): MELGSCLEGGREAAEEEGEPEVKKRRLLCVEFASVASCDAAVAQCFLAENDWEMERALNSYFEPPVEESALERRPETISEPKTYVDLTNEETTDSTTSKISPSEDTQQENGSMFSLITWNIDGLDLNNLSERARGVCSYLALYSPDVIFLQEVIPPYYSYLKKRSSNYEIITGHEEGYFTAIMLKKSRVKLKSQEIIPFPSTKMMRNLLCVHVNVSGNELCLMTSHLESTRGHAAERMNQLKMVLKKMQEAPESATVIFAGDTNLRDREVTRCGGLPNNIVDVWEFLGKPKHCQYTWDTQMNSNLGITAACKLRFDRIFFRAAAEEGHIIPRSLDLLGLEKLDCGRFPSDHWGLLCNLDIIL
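System – recombinant human TDP2 · Quantity – TDP2 enzyme at 120 nM final · Doses – single concentration, 12.8 µM nominal, with 1% DMSO · Incubation – 2 h at 37 °C · Measured by – epi absorbance of p-nitrophenol freed from T5PNP by hydrolysis · Read-out – % inhibition relative to enzyme-containing and enzyme-free wells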
ABHD4 inh: ABHD4 inhibitors, primary screen, biochemical, fluorescence polarization, mouse | 370,000 compounds, 0.54% hits | (Lyso)-N-acylphosphatidylethanolamine lipase (Mus musculus), Q8VD66 | inhibition, % at 8.92 µM | purified mABHD4, FP-Rh probe fluorescence polarization;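 active = inhibition exceeding the mean over every tested compound plus 3 SD, cut at about 30% in these data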;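 also: 0% = plate median of compound wells and 100% = S159A mutant with DMSO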
Target sequence (Q8VD66 whole entry, looked up): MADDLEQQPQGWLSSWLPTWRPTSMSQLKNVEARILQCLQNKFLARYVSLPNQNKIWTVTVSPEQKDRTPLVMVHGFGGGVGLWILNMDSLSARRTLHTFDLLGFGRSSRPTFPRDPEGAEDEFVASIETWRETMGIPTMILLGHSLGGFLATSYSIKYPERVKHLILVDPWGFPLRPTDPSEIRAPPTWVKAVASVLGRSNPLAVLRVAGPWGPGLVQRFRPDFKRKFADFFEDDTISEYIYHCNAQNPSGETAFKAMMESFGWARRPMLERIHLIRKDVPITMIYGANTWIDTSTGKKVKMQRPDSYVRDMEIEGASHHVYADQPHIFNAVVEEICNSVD
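system = mouse ABHD4 enzyme, wild type | medium = HEPES pH 7.0, NaCl, Pluronic buffer | also added = FP-Rh probe | incubation = Enzyme–compound pre-incubation 45 min, then probe 60 min, both 25 °C | technique = fluorescence polarization, excitation 525 nm, emission 598 nm, BODIPY TMR filters | controls = S159A mutant high control, sample median low control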
NPR2 activator: human GC-B receptor activators, primary screen, HEK293 GC-B cells, cGMP TR-FRET, EC30 CNP; 0% at EC30 CNP, 100% saturating CNP; activation, % at 10 µM; 370,000 compounds, 0.11% hits; Atrial natriuretic peptide receptor 2 (Homo sapiens), P20594; AID 1920062, 2024;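 active = activation at 10 µM reaching about 35% in either raw or pattern-adjusted values, limit read from the data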
Active calls of the source: *; · = not tested or not shown.

SMILES	SIAE primary	PRMT1 inh	TCR CD3 inh	HTRA1 inhibitor	MBD2 inh	LEDGF integ inh	rCAG RNA binder	TDP2 inh	ABHD4 inh	NPR2 activator
Cc1ccc(S(=O)(=O)/C(C#N)=C/c2c(N3CCC(C(N)=O)CC3)nc3c(C)cccn3c2=O)cc1	-8	1	-2	-21	9	-3	3	8	3	8
COc1ccc(Cc2nc3ccc(C(=O)NCCc4cccc(C)n4)cc3o2)cc1	7	-2	-2	1	6	-3	-6	-10	-4	5
COc1ccc(OC)c(N(CC(=O)NN=C2CCN(C)CC2)S(=O)(=O)c2ccccc2)c1	5	-2	3	-49	1	6	1	-8	-7	-2
COc1ccc(CCN2CC34C=CC(O3)C(C(=O)NCc3ccccc3)C4C2=O)cc1OC (centres undefined)	-3	2	-3	-4	3	1	-7	1	5	3
CCN1C[C@@H]2[C@@H]3C(=O)N(Cc4ccccc4)C(=O)[C@@H]3[C@](CC)(C1=O)N2C(=O)c1ccc(Cl)cc1	-4	0	5	·	6	-2	-5	-8	4	3
C/C(Cc1ccccc1)=N\NC(=O)CNC(=O)c1ccc(Cl)cc1Cl	3	-4	-10	·	1	4	-3	-8	-3	-1
O=C(Cc1cc(=O)[nH][nH]1)N/N=C/c1cccc2ccccc12	1	3	-4	4	0	2	29	-5	10	-4
Cc1nc2sc(C(c3ccc(Cl)cc3)N3CC(C)OC(C)C3)c(O)n2n1 (centres undefined)	2	1	-2	2	4	-1	1	-8	2	3
CN(c1ccc(C(=O)O)cc1)S(=O)(=O)c1ccccc1	-2	1	-8	2	1	1	0	-2	-1	8
O=C1CNC(=O)c2c(nc3n2CCC3)N1	-4	-2	2	3	1	3	-1	-8	6	0
C#CCOC(=O)c1cc(Cl)c(=O)n(Cc2ccc(Cl)cc2Cl)c1	-1	-5	2	-10	-1	-2	-5	1	-3	16
CC1CN(c2nc3ccccc3nc2C(C#N)C(=O)NCc2ccc3c(c2)OCO3)CC(C)O1 (centres undefined)	0	1	4	-3	-5	-2	6	-2	2	-5
O=C(CN1C(=O)NC2(CCc3ccccc32)C1=O)NCc1ccccc1Cl (centres undefined)	11	-2	1	-2	-8	-2	1	5	-3	1
O=c1[nH][nH]c(=O)n1-c1ccccc1	20*	-1	0	3	3	1	-3	5	6	4
O=C(O)CNC(=O)C(c1ccccc1)c1ccccc1	0	-2	-1	6	0	0	1	20	2	-2
CCOC(=O)C1(Cc2cccc(OC)c2)CCN(C(C)CC(C)(C)O)CC1 (centres undefined)	5	-1	0	0	0	0	-10	-2	1	1
Nc1ccn([C@@H]2O[C@H](C(=O)Nc3ccc(C(=O)N4CCCCC4)cc3)[C@@H](O)[C@H]2O)c(=O)n1	11	-3	-6	·	1	-2	1	0	7	-2
O=C1N/C(=C/c2ccc(Br)s2)C(=O)N1c1ccccc1	-12	-4	5	-15	5	1	4	-17	-9	-3
CCOC(=O)C1CCN(C(=O)Cn2nc(C)n3c(cc4cc(F)ccc43)c2=O)CC1	-2	2	-2	3	1	0	-4	-5	-11	4
Cc1ccc(S(=O)(=O)N2CCCCC2)cc1C(=O)N1CCN(CCO)CC1	-6	3	-8	0	6	-3	1	7	9	4
CC(C)CNC(=O)c1ccc(C2SCC(=O)N2Cc2ccccc2)cc1 (centres undefined)	-5	7	1	-4	5	-4	9	-5	-7	-5
CC(CCc1ccccc1)NC(=O)c1ccccc1F (centres undefined)	2	-3	1	-4	2	1	-7	4	1	6
Cc1c(C(=O)NCc2ccccc2)oc2ccc(S(=O)(=O)N3CCC4(CC3)OCCO4)cc12	-8	0	0	-14	-6	6	14	-10	-28	4
COc1ccc2c(c1[N+](=O)[O-])CCC/C2=N/OC(=O)c1ccccc1SC	4	1	1	-6	0	-2	5	-5	2	2
COc1c(O)cccc1/C=N/NC(=O)Cn1ccnc1C	-2	-1	0	-4	-2	-7	-5	-3	-1	6
Cc1ccccc1NC(=O)NNC(=O)c1ccc2ccccc2c1O	15	-1	43*	12	4	-7	16	-9	25	1
Cn1cc(S(=O)(=O)Nc2ccc(F)cc2F)c(=O)n(C)c1=O	2	-7	1	-3	-1	-3	15	0	3	1
CC(C)c1ccc(C(=O)NNC(=O)C2CC=CCC2C(=O)O)cc1 (centres undefined)	6	-2	4	-1	0	0	2	-4	5	0
COc1ccccc1C(=O)NC(=O)CSc1nncn1C(C)C	-9	2	3	2	0	-3	-3	4	0	5
N/C(=N\OC(=O)c1ccc2c(c1)OCO2)c1cccc([N+](=O)[O-])c1	6	1	-3	-7	1	-1	1	-4	-1	-1
C[C@@H](NC(=O)c1nc[nH]c1C(=O)N1CCc2ccccc2C1)c1ccccc1	3	2	-2	-2	-3	1	3	-3	1	4
CC[C@]12c3[nH]c4cc(-c5ccco5)ccc4c3CCN1C(=O)[C@@H](CC(=O)NC(C)(C)C)C[C@@H]2C(=O)N1CCN(C(=O)c2ccco2)CC1	-3	3	4	-1	2	4	26	-2	6	-5
Cc1cc(C(=O)COC(=O)c2ccc3c(c2)OCO3)c(C)n1Cc1cccs1	-13	-1	-7	-29	-2	5	1	-17	-18	2
O=C(NCc1ccccn1)C1C2C=CC(C2)C1C(=O)Nc1ccc(F)cc1 (centres undefined)	1	5	-6	-6	0	-2	-3	-1	-5	4
Oc1cccc(Nc2nc(-c3ccccc3Cl)nc3ccccc23)c1	-7	-3	-1	-53	-4	3	5	-6	-17	0
O=C1CC(NS(=O)(=O)c2ccc(F)cc2)CN1c1ccc2c(c1)OCCO2 (centres undefined)	3	1	-7	0	3	-7	-2	-12	-3	4
Cc1cccc(Nc2nc(N3CCN(C)CC3)nc(N)c2[N+](=O)[O-])c1	5	3	-6	-1	-2	2	1	1	10	-9
COc1cccc(/C=N/NC(=O)c2cnccn2)c1O	0	7	-14	2	-1	-11	-2	-2	1	-1
O=Cc1ccc(Sc2ncccn2)o1	-4	1	6	0	1	2	1	-10	2	-3
CCN1C(=O)CSC1=NC1C2CC3CC(C2)CC1C3 (centres undefined)	-2	-2	5	-5	1	0	-7	-7	2	-2
Cc1ccc(NC(=O)C2CSC3(C)CCC(=O)N23)cc1S(=O)(=O)N1CCCCCC1 (centres undefined)	-2	-1	-1	-7	-3	-3	-5	3	17	2
Cc1ccc(Cc2nc(-c3ccccn3)no2)cc1	13	-1	10	-3	-1	0	-2	12	3	0
CC(C)COCC1CC2(CC(C)(c3csc(N)n3)OC2=O)C(=O)O1 (centres undefined)	-1	-2	-5	-3	-3	1	0	-3	-4	-2
Cc1ccc(N(CC(=O)Nc2cccc(Cl)c2C)S(C)(=O)=O)cc1	-4	-4	12	2	-4	0	2	12	2	-7
Cc1noc(C)c1C(=O)NCc1ccccc1F	-7	-2	1	-5	0	6	0	4	-6	-3
COc1ccc(N2C(=O)[C@@H]3[C@H](C2=O)[C@H]2c4ccccc4C=CN2[C@@H]3C(=O)Nc2ccccc2)cc1	-1	0	0	-23	1	2	30	10	-18	-4
C/C=C(/C)C(=O)O[C@H]1[C@@H](O)c2c(ccc3ccc(=O)oc23)OC1(C)C	-6	-2	2	3	2	-2	-6	-3	0	1
O=C(CCn1nnc2ccccc2c1=O)N[C@@H](Cc1c[nH]c2ccccc12)C(=O)O	2	-2	1	5	3	-2	2	13	0	4

Some of the entries so far, as labelled records.
O=Cc1ccc(Sc2ncccn2)o1
  SIAE primary: -4; PRMT1 inh: 1; TCR CD3 inh: 6; HTRA1 inhibitor: 0; MBD2 inh: 1; LEDGF integ inh: 2; rCAG RNA binder: 1; TDP2 inh: -10; ABHD4 inh: 2; NPR2 activator: -3

COc1ccc(N2C(=O)[C@@H]3[C@H](C2=O)[C@H]2c4ccccc4C=CN2[C@@H]3C(=O)Nc2ccccc2)cc1
  SIAE primary: -1; PRMT1 inh: 0; TCR CD3 inh: 0; HTRA1 inhibitor: -23; MBD2 inh: 1; LEDGF integ inh: 2; rCAG RNA binder: 30; TDP2 inh: 10; ABHD4 inh: -18; NPR2 activator: -4

Carrying on:
SMILES	SIAE primary	PRMT1 inh	TCR CD3 inh	HTRA1 inhibitor	MBD2 inh	LEDGF integ inh	rCAG RNA binder	TDP2 inh	ABHD4 inh	NPR2 activator
O=C(Oc1ccc(Cl)c2cccnc12)N1CCCCC1	-2	-3	7	1	1	0	-4	-4	3	1
COc1ccc(S(=O)(=O)N2CCCCCC2)cc1C(=O)NCCc1ccc(F)cc1	-5	3	-7	-12	10	-6	3	-5	0	1
COC(=O)c1cc(=O)n(Cc2ccco2)c(=Nc2ccc(F)c(Cl)c2)s1	6	2	0	-10	2	4	6	0	-5	-3
Cc1cc(C)n(-c2ccc(C(=O)Nc3ccc(C)c(S(=O)(=O)N4CCOCC4)c3)cc2)n1	-9	-3	-2	-15	-2	3	-2	3	-9	-2
Cc1cccc(CCN(C(=O)Cc2cccs2)C(C(=O)NC2CCCCC2)c2cccnc2)c1 (centres undefined)	2	-4	-3	-4	7	-1	-6	-1	6	-2
O=C(c1ccco1)N1CCN(C(=O)c2ccc(-c3cccc(C(F)(F)F)c3)o2)CC1	5	-2	7	-6	-10	3	1	8	0	14
Cn1c(C(=O)N2CCN(c3ccccn3)CC2)cc2ccccc21	0	0	1	-2	-4	3	-1	8	-6	3
Cc1cc(Br)c2c(c1)[C@](O)(c1cn(C)c3ccccc13)C(=O)N2C	1	-4	-4	·	1	3	1	2	-13	-3
Cc1cc2nc(/C(C#N)=C/c3ccncc3)[nH]c2cc1C	5	7	-13	2	-2	-4	17	-9	14	2
CCOC(=O)CSc1cc(-c2ccccc2)nc2ncnn12	0	2	-2	4	1	3	-3	9	-4	42*
CC(C)OC(=O)N(C)C[C@@H]1OCc2cn(nn2)CCCC(=O)N([C@H](C)CO)C[C@H]1C	0	9	-6	4	1	-4	1	-8	-6	2
CCNc1nc(N2CCOCC2)nc(N(c2ccccc2)c2ccccc2)n1	3	-1	6	3	-1	1	-4	3	3	-18
COCCN(C(=O)Nc1ccc(F)cc1F)c1nc2ccccc2s1	-5	-3	9	-1	-7	-2	0	14	-1	-2
Cc1cccc(-n2c(SCC(=O)N(C)C3CCS(=O)(=O)C3)nc3ccccc3c2=O)c1C (centres undefined)	-10	2	3	1	-1	-4	-3	-7	-1	1
Cc1cc(O)c(NC(=S)NC(=O)c2ccc(-c3ccc(Cl)cc3)o2)cc1C	12	-3	3	-2	-1	3	21	-6	11	-2
Cc1ccc(Nc2nnc(SCc3nc4ccccc4c(=O)[nH]3)s2)cc1	-8	-1	2	20	-3	5	4	14	-1	0
COc1ccc2nc(NN=C(C)c3ccccn3)cc(C)c2c1	-2	-2	1	55*	-3	3	0	2	-13	4

These rows are one share of the data; count on the stated rates, not on these rows.
